# hcDAF-12 act: activates DAF-12 receptor from parasite H. contortus; HEK293 hcDAF-12 lit1-tk-luc reporter, luminescence; 0% DMSO, 100% Δ7-dafachronic acid; activation, % at 6.8 µM; actives 1.4% (n = 370,000); AID 652067;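 active = activation above the mean of all tested compounds plus 3 SD, cut at about 5.5% in these data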;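 note: 100% = response to 3 µM Δ7-dafachronic acid high control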
# GAA850 FXN act: activators of GAA850 frataxin (FXN) promoter | HEK293 lucGAA850 FXN promoter luciferase reporter, 24 h; percent of 10 µM SAHA response | activation, % at 6 µM | actives 0.56% (n = 360,000) | AID 540364;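 active = activation above the average of all compounds screened plus 3 SD, cutoff fixed separately per campaign, cut at about 7.5% in these data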;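 note: 0% = DMSO wells and 100% = 10 µM SAHA wells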
# sPLA2-III inh: Inhibits HGIII-sPLA2 liposome hydrolysis, primary screen | QFRET BODIPY PC-A2 liposome hydrolysis, fluorescence | Q9NZ20 | inhibition, % at 12.2 µM | actives 0.56% (n = 370,000);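 active = inhibition above mean plus 3 SD of compounds lying within the high and low control bounds, cut at about 19% in these data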;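 note: 0% = median of test compound wells and 100% = no enzyme DMSO wells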
# ADAM17 inh: inhibits human ADAM17; recombinant ADAM17, EDANS/DABCYL FRET peptide cleavage; inhibition, % at 6.95 µM; actives 0.83% (n = 370,000);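 active = inhibition above the mean of compounds lying between control limits plus 3 SD, set per campaign, cut at about 8.5% in these data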;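 note: 0% = DMSO-only wells as the low control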
# hgDAF-12 ag: activates the H. glycines DAF-12 receptor ligand-binding domain; HEK293 GAL4-hgDAF12 UAS-luciferase reporter, agonist luminescence; normalized to butyrate control; activation, % at 6.8 µM; actives 1.8% (n = 370,000); AID 687014;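 active = activation above a cutoff set at the mean of all screened compounds plus 3 SD, cut at about 10% in these data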;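 note: 0% = DMSO wells and 100% = sodium butyrate wells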
# DAX1 inh-1: blocks DAX1 repression of SF-1 activated StAR promoter. HEK293T StAR-luciferase reporter, SF-1/DAX-1 repression relief. inhibition, % at 6.8 µM. actives 1.1% (n = 370,000). AID 652010;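 active = inhibition above the mean over all tested compounds plus 3 SD, cut at about 3.6% in these data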;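 note: 0% = DAX-1 cells with DMSO and 100% = cells lacking DAX-1 with DMSO; higher inhibition means more luminescence from relief of DAX-1 repression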
# ADAM10 inh: inhibitors of human ADAM10; recombinant ADAM10, EDANS/DABCYL FRET peptide cleavage, 3 h; inhibition, % at 7 µM; actives 0.62% (n = 370,000);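 active = inhibition above a per-campaign cutoff equal to the mean of compounds falling between control-based bounds plus 3 SD, cut at about 20% in these data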;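 note: 0% = DMSO wells while the 100% control is not disclosed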
# Target sequence (O14672 214-748 limits assumed): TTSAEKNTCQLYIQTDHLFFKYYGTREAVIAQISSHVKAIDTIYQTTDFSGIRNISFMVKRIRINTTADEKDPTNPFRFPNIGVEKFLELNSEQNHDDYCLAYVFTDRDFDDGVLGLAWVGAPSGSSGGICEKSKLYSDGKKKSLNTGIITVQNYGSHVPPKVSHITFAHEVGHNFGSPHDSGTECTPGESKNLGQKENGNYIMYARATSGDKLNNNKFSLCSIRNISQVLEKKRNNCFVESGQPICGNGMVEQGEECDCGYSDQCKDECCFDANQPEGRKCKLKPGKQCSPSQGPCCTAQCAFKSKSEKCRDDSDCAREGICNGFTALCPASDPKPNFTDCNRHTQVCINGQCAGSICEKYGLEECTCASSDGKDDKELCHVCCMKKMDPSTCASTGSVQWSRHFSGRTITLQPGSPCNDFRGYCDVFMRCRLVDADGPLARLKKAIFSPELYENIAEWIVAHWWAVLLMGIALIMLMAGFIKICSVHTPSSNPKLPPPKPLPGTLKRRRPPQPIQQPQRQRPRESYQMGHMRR
# PLC-gamma1 inh: blocks human PLC-gamma1 enzyme activity. purified PLC-gamma1, fluorogenic substrate, fluorescence. inhibition, % at 12.2 µM. actives 0.84% (n = 370,000); in the data active = inhibition above about 9.5%
# ssDAF12 agonist: activators of S. stercoralis DAF-12 nuclear receptor | activation, % at 6.8 µM | AID 652126 | actives 1% (n = 370,000) | HEK293 ssDAF-12/GRIP1 lit1-tk-luc reporter, luminescence; % of 3 µM dafachronic acid response;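 active = activation above the mean over all tested compounds plus 3 SD, cut at about 0.9% in these data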;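 note: 0% = DMSO-only wells and 100% = 3 µM delta7-dafachronic acid wells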
# DAX1 inh-2: NR0B1 (DAX1) inhibition; P51843; HEK293 Gal4-DAX1 luciferase reporter, luminescence; inhibition, % at 6.75 µM; actives 0.99% (n = 340,000); AID 504766;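 active = inhibition above the mean over all tested compounds plus 3 SD, cut at about 4.2% in these data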;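 note: 0% = DAX1-transfected cells with DMSO and 100% = empty-vector control cells with DMSO; inhibition shows as a rise in luminescence from relieved DAX1 repression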
# Target sequence (P51843 207-470 limits assumed): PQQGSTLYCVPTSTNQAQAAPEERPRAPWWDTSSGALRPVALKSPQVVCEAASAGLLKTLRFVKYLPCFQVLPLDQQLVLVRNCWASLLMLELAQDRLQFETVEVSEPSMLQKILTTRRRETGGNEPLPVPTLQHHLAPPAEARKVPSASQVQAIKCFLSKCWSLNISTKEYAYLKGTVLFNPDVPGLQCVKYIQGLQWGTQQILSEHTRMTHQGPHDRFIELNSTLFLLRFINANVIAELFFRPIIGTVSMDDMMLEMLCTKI
# PLC-beta3 inh: blocks human PLC-beta3 enzyme activity. Purified PLC-beta3, fluorogenic substrate, fluorescence. inhibition, % at 12.2 µM. actives 0.18% (n = 370,000). AID 720704; in the data active = inhibition above about 11%;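 note: 0% = median of compound wells on plate and 100% = full blocker control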
# Numbers without * were called inactive; . = not tested or not shown. Not all compounds are listed; the hit share may differ from the screen's.
# The first 2 records, to show the layout:
SMILES,hcDAF-12 act,GAA850 FXN act,sPLA2-III inh,ADAM17 inh,hgDAF-12 ag,DAX1 inh-1,ADAM10 inh,PLC-gamma1 inh,ssDAF12 agonist,DAX1 inh-2,PLC-beta3 inh
Cc1ccc(C(=O)C2CN(C)CC2C(=O)c2ccc(C)cc2)cc1 (centres undefined),0.4,2.7,-11,0,11*,1.1,5,-5,-0.9,2.0,-7
OCC12CO[C@@H]3c4ccccc4[C@H](OC1)N32 (some centres undefined),0.6,-0.8,2,0,1.4,-1.0,9,2,-0.9,0.3,-4

# All compounds of this part, previewed entries included:
SMILES,hcDAF-12 act,GAA850 FXN act,sPLA2-III inh,ADAM17 inh,hgDAF-12 ag,DAX1 inh-1,ADAM10 inh,PLC-gamma1 inh,ssDAF12 agonist,DAX1 inh-2,PLC-beta3 inh
Cc1ccc(C(=O)C2CN(C)CC2C(=O)c2ccc(C)cc2)cc1 (centres undefined),0.4,2.7,-11,0,11*,1.1,5,-5,-0.9,2.0,-7
OCC12CO[C@@H]3c4ccccc4[C@H](OC1)N32 (some centres undefined),0.6,-0.8,2,0,1.4,-1.0,9,2,-0.9,0.3,-4
CCCCn1c(O)c(C(C)=NCc2ccc(F)cc2)c(=O)[nH]c1=O,-1.2,-0.8,1,1,1.2,-0.1,8,3,-0.7,0.2,1
C[N+]12CN3CN(CN(C3)C1)C2,-1.8,1.5,2,0,0.2,-0.2,4,0,-1.3,-0.1,3
O=C(CN1C(=O)CN=C(c2ccccc2Cl)c2cc(Cl)ccc21)NCc1ccco1,1.5,-1.9,-12,4,0.0,-0.3,15,4,-0.7,-0.9,1
CC(C)[C@]12CC(=O)[C@H](C)[C@H]1C2,-0.5,-0.1,-5,-1,1.3,0.6,2,3,-1.9,1.6,2
CC1CCCC(C)N1/N=C/c1c[nH]c2ccc(Br)cc12 (centres undefined),1.1,-2.2,-7,4,-0.5,-0.5,13,3,-0.4,-1.1,-2
O=C1CC(=O)N(c2ccccc2)C(=O)N1c1ccccc1,3.3,1.8,-2,-3,7.7,0.3,5,0,-0.7,3.1,-10
Cc1noc(C)c1CC(=O)N1CCCC(N2CCN(c3ccccc3F)CC2)C1 (centres undefined),-0.2,-0.1,7,-2,-0.4,0.4,-9,0,-0.9,0.9,-6
COc1ccc2[nH]cc(CCN(C)C)c2c1,0.6,1.2,-2,0,0.1,0.6,7,-6,-0.5,-0.3,-11
CCN1CCN(Cc2ccccc2C)CC1,-0.4,-1.2,1,0,3.4,0.7,0,2,-0.8,0.1,1
CCC(=NCc1cccnc1)c1c(O)n(-c2ccc(Cl)cc2)c(=O)[nH]c1=O,1.2,-0.8,-2,3,-0.3,0.4,6,6,-1.4,-0.7,-6

# Exported bar-delimited: part of the list above.
SMILES | hcDAF-12 act | GAA850 FXN act | sPLA2-III inh | ADAM17 inh | hgDAF-12 ag | DAX1 inh-1 | ADAM10 inh | PLC-gamma1 inh | ssDAF12 agonist | DAX1 inh-2 | PLC-beta3 inh
CC(C)[C@]12CC(=O)[C@H](C)[C@H]1C2 | -0.5 | -0.1 | -5 | -1 | 1.3 | 0.6 | 2 | 3 | -1.9 | 1.6 | 2
CC1CCCC(C)N1/N=C/c1c[nH]c2ccc(Br)cc12 (centres undefined) | 1.1 | -2.2 | -7 | 4 | -0.5 | -0.5 | 13 | 3 | -0.4 | -1.1 | -2
O=C1CC(=O)N(c2ccccc2)C(=O)N1c1ccccc1 | 3.3 | 1.8 | -2 | -3 | 7.7 | 0.3 | 5 | 0 | -0.7 | 3.1 | -10
Cc1noc(C)c1CC(=O)N1CCCC(N2CCN(c3ccccc3F)CC2)C1 (centres undefined) | -0.2 | -0.1 | 7 | -2 | -0.4 | 0.4 | -9 | 0 | -0.9 | 0.9 | -6
COc1ccc2[nH]cc(CCN(C)C)c2c1 | 0.6 | 1.2 | -2 | 0 | 0.1 | 0.6 | 7 | -6 | -0.5 | -0.3 | -11
CCN1CCN(Cc2ccccc2C)CC1 | -0.4 | -1.2 | 1 | 0 | 3.4 | 0.7 | 0 | 2 | -0.8 | 0.1 | 1

# Following part.
SMILES,hcDAF-12 act,GAA850 FXN act,sPLA2-III inh,ADAM17 inh,hgDAF-12 ag,DAX1 inh-1,ADAM10 inh,PLC-gamma1 inh,ssDAF12 agonist,DAX1 inh-2,PLC-beta3 inh
O=C1NC(=O)N(c2ccc3c(c2)OCO3)C(=O)/C1=C/c1ccc(N2CCCCC2)o1,-1.2,0.2,0,-1,-1.3,-0.5,5,0,-1.3,0.8,2
CCN1C[C@]2(C)CC[C@H](OC)[C@]34C2[C@H](OC(C)=O)[C@@]2(OCO[C@@]25C[C@H](OC)[C@H]2C[C@]3(O)C5[C@H]2OC)[C@@H]14,0.3,1.1,3,0,0.8,0.2,5,5,-1.1,0.4,-5
CC(C)OC(=O)C1C(=O)NC2(C)CC1c1ccccc1O2 (centres undefined),0.0,-0.6,5,1,0.9,-0.2,2,6,-1.2,-0.1,2
O=C(N/N=C/c1c(O)n(CCc2ccccc2)c(=O)[nH]c1=O)c1ccccc1,-0.7,2.8,-3,-5,2.1,-0.1,-15,-7,-1.1,.,-10
COCCNC(=O)N1[C@H]2CC[C@@H]1C(C(=O)OC)=C(c1ccc(OC)c(OC)c1)C2,-1.6,0.3,6,-5,1.0,-0.5,-9,-3,-1.0,1.8,-4
COc1ccc(-c2ccc3c(c2)CN(CC(C)C)Cc2cnnn2-3)cc1,-1.2,.,-1,-8,-2.3,-0.6,-17,-29,-1.1,.,-40
COc1ccc(C(=O)C2CCCN(Cc3ccon3)C2)c(OC)c1 (centres undefined),-0.2,-0.7,-1,0,-1.4,0.9,-3,3,-0.7,1.9,0
CC(C)(C)c1ccc(C(=O)C2CCCN(C3CCC3)C2)cc1 (centres undefined),3.8,0.2,-6,-2,-0.4,3.3,2,0,-1.3,1.6,2
Cc1ccc(Cn2nc(C)c(C=O)c2Cl)cc1,-1.2,0.4,-2,1,-0.7,-2.0,9,3,-1.1,-0.7,4
NC(Cc1nc2ccccc2[nH]1)c1ccc(Cl)cc1 (centres undefined),4.8,2.9,1,-35,14*,2.8,-75,-20,0.8,2.9,-42
Cc1ccc(-n2c(C)cc(/C=C3\C(=O)NC(=O)N(C)C3=O)c2C)cc1C,-1.3,0.8,-4,0,-4.4,-0.2,-8,-1,-1.6,0.3,-4
COc1ccccc1CNCCc1ccc(F)cc1,-1.4,-0.6,-8,5,1.3,-0.1,6,8,-1.2,1.3,8
CN(Cc1ccccc1)C(=O)CN1CCCC1=O,-2.5,1.3,-3,-2,0.9,0.3,-7,1,-0.9,-0.3,-3
C/C(CC(c1ccccc1)c1c(O)c2ccccc2oc1=O)=N\NC(N)=S (centres undefined),-2.5,2.0,15,-5,-2.2,-1.8,-15,-7,-1.4,-1.2,-9
COc1ccc(OC)c(N2C(=O)CC(=O)NC2=O)c1,0.1,0.8,3,-1,0.7,1.0,6,0,-0.9,-0.3,-6
O=C(Nc1ccc(Br)cc1)N1C[C@H]2C[C@@H](C1)c1cccc(=O)n1C2,-2.3,-0.3,10,3,-5.0,-1.7,-3,9,-1.6,0.9,9
CCN1CCN(Cc2nnnn2C(C)(C)C)CC1,0.5,.,4,0,-0.2,-0.1,8,1,-1.0,.,1
COP(=O)(OC)C(C)NC(=O)OCc1ccccc1 (centres undefined),1.2,.,7,-5,3.9,.,-4,1,-1.6,.,2
Cn1c(O)c(Cc2cccc(Cl)c2Cl)c(=O)n(C)c1=O,-1.8,-0.4,4,-6,0.7,-0.1,0,1,-1.5,0.6,-8
COc1ccc(C(c2nnnn2C2CCCC2)N2CCC3(CC2)C(=O)NCN3c2ccccc2)cc1 (centres undefined),-0.4,.,-4,2,-0.1,-0.2,1,1,-0.5,.,-1
O=C(Nc1ccccc1OC(=O)N1CCOCC1)N1CCOCC1,-0.4,-0.2,-1,-1,-0.3,-0.1,6,3,-1.3,-0.1,2
CCCCn1c(=O)c(C(=O)Nc2ccccc2F)c(O)c2ccccc21,7.0*,2.5,2,-6,0.3,-0.1,-3,-1,0.2,0.2,-4
O=C(NCC1=C(c2cccc3ccccc23)C[C@@H]2CC[C@H]1N2Cc1ccco1)c1cccnc1,0.5,-6.3,-6,1,-0.1,1.1,-31,1,-1.2,-0.2,0
COc1cccc(C(c2nnnn2-c2ccc3c(c2)OCCO3)N2CCC3(CC2)C(=O)NCN3c2ccccc2)c1OC (centres undefined),-1.5,.,1,2,-5.7,-2.7,3,0,-1.4,.,-3
CN1CC2=CC(O)CC3Oc4c(O)ccc(c4[C@]23C)C1 (some centres undefined),-0.3,-1.2,1,-1,-1.5,-1.1,-10,2,-1.8,0.3,2
C[C@]12CCC3C(CC[C@H]4C[C@@H](O)CC[C@]34C)C1C/C(=N/O)[C@@H]2O (some centres undefined),0.3,1.1,16,-1,-1.3,0.6,-19,1,-0.5,-1.4,-3
COc1cc(/C=C/[N+](=O)[O-])ccc1O,-0.7,4.4,9,-4,0.5,0.0,-10,1,-1.4,0.8,-2
O=C(C1CC(=O)N(C2CCCC2)C1)N1CCC2(CC1)OCCO2 (centres undefined),0.3,-0.5,7,0,1.3,0.2,-1,1,-0.8,0.4,2
Cc1c(Cl)cccc1NC(=S)N1CC2CC(C1)c1cccc(=O)n1C2 (centres undefined),1.5,0.3,15,-1,-0.9,-0.5,0,1,-0.5,1.3,0
Cc1cc(C=C2C(=O)NC(=S)NC2=O)c(C)n1-c1ccc2c(c1)OCO2,4.1,3.9,4,-8,-0.4,-0.3,-19,-17,-0.5,-0.1,-17
COc1cc2ccc(=O)oc2c2ccoc12,1.5,3.9,9,-101,1.2,-0.6,-374,-271,-1.2,1.5,-363
CCCCC(=O)N/N=C/c1c(O)n(-c2cccc3ccccc23)c(=O)[nH]c1=O,3.6,1.7,3,-3,1.0,-0.5,7,3,-1.1,0.7,-7
CN1C(=O)C(=Cc2ccc(N3CCOCC3)o2)C(=O)N(C)C1=O,-0.8,1.9,-22,6,2.9,0.1,12,4,-1.4,-0.3,4
CC(=O)c1cn(CC(=O)NCCc2c[nH]c3ccccc23)c2ccccc12,-4.1,-1.9,-71,-2,-5.3,-1.3,-5,-1,-2.0,-1.3,-5
COC(=O)C1=C(c2ccccc2)C[C@@H]2CC[C@H]1N2C(=O)NC1CC1,-0.6,0.9,6,-4,0.6,-0.1,-11,2,-0.8,0.4,2
O=C(COC(=O)Cc1ccccc1)Nc1cc(S(=O)(=O)N2CCCCC2)ccc1Cl,-0.5,-0.9,-13,1,-1.3,-2.6,3,-3,-0.8,1.5,-12
Cc1nc2cc(C(F)(F)F)ccc2n1C1CCN(Cc2nnnn2CCc2ccccc2)CC1,-2.6,0.4,-38,4,-2.3,0.1,15,0,-1.4,-0.6,4
CC(Cc1ccccc1)NC(=O)c1ccc(N)cc1 (centres undefined),2.9,2.4,4,0,8.6,0.9,3,2,0.6,4.8*,-5

# Assay outcomes as filed in PubChem.
